From PubChem
OXTR potentiate: human OXTR potentiators, primary screen, fluorescence, CHO-OTR cells, Fluo-8 calcium. Fluo-8 calcium fluorescence, potentiator mode; 0% = oxytocin EC15, 100% = EC100. activation, % at 3 µM. 320,000 tested, 0.061% active. AID 2445, 2010;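 active = activation above that plate's cutoff, the mean activation of tested compounds plus 3 SD, cut at about 6.6% in these data, passing the limit was not always enough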;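 note: 100% uses oxytocin at 75 nM as the full agonist control; some results filed as inactive read as strong as hits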
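Assay system: CHO-OTR cells, human receptor / Also added: oxytocin at about EC15, sub-maximal agonist stimulus / Dosing: single dose, 3.0 µM nominal final compound concentration / Incubation: 6 min pre-incubation, 100 s read / Technique: Fluo-8 calcium dye fluorescence / Read-out: % activation vs EC15 and EC100 oxytocin / Benchmarks: EC15 oxytocin low, 75 nM oxytocin high / Replicates: singlicate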
CHO-K1 Ca PAM: nonselective calcium activators in parental CHO-K1 cells, primary screen, counter-screen for M1 PAM project, cell-based, Fluo-8 calcium fluorescence, full deck, 1536-well. ATP EC20; 0% at ATP EC20, 100% at ATP max. activation, % at 3 µM. 360,000 tested, 0.02% active. AID 602247, 2012;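 active = activation above the run cutoff, the mean activation of all test compounds plus 3 SD, cut at about 40% in these data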;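 note: peak over basal fluorescence ratio in a 140 s read after ATP addition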
M1 ag: human M1 muscarinic receptor agonists, primary screen, Fluo-8 calcium fluorescence, CHO-K1 cells, HTS; AID 588814, 2011; activation, % at 3 µM; Muscarinic acetylcholine receptor M1 (Homo sapiens), P11229; 360,000 tested, 0.33% active; CHO-K1 hM1, agonist mode; 0% DMSO, 100% acetylcholine EC100;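 active = activation above the run's mean compound activation plus 3 SD, cut at about 16% in these data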;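 note: peak over basal fluorescence ratio within a 140 s kinetic read after compound addition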
Target sequence (P11229 whole entry, looked up): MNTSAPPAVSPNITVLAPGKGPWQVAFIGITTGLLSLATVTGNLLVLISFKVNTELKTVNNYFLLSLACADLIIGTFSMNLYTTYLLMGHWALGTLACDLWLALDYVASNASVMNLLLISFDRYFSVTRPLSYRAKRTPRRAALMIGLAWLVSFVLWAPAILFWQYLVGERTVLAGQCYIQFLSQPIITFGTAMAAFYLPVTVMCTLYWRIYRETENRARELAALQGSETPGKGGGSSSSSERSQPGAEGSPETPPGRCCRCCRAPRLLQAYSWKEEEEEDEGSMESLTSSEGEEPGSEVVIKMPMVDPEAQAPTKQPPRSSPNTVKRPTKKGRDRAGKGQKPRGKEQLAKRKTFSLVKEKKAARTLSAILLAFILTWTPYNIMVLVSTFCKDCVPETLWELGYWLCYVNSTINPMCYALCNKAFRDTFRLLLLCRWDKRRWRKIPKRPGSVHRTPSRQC
TAAR1 agonist: human TAAR1 agonists, primary screen, Fluo-8 calcium fluorescence, CHO RD-HGA16 cells. Trace amine-associated receptor 1 (Homo sapiens), Q96RJ0. vehicle wells 0%, saturating PEA agonist 100%. activation, % at 3 µM. 360,000 tested, 0.99% active. AID 624467, 2012;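 active = activation above the mean activation of all test compounds in the run plus 3 SD, cut at about 38% in these data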
Target sequence (Q96RJ0 whole entry, looked up): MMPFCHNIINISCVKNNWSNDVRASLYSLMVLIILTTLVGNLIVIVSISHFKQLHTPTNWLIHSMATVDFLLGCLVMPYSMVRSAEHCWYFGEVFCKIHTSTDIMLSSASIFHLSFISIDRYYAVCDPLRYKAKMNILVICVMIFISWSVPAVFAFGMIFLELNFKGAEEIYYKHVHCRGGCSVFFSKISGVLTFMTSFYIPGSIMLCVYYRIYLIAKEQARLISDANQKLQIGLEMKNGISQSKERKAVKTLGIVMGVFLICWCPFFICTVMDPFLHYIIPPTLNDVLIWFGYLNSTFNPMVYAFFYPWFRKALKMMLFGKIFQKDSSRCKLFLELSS
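System: CHO RD-HGA16 cells carrying human TAAR1 plus Gα16; Incubation: 17-24 h seeding, 75 min 37 °C dye, 30 min RT; Measured by: Fluo-8 fluorescence, 5 s baseline then 140 s kinetic read; Control set: DMSO and PEA EC100; Replication: single well for each compound.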
TAAR1 antagonist: human TAAR1 antagonists, primary screen, Fluo-8 calcium fluorescence, CHO RD-HGA16 cells | Trace amine-associated receptor 1 (Homo sapiens), Q96RJ0 | antagonist | inhibition, % at 3 µM | 360,000 tested, 1.5% active | AID 624466, 2012;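 active = inhibition above a per-plate cutoff, the mean inhibition of test compounds on that plate plus 3 SD, cut at about 49% in these data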;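 note: 0% = DMSO plus EC80 beta-PEA response and 100% = DMSO alone without agonist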
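Test system: hTAAR1-expressing CHO RD-HGA16 cells, Gα16-coupled; Probe or stimulus: EC80 β-phenethylamine stimulus; Compound dosing: single nominal final test compound concentration of 3 µM; Timing: 140 s kinetic read after compound, 140 s after agonist; Signal: Fluo-8 calcium-sensitive fluorescence; Measure: % inhibition of agonist calcium response; Controls: DMSO and EC80 PEA controls.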
CHO-K1 Ca antag: M1 antagonist counterscreen hit in parental CHO-K1 cells. ATP-induced calcium, Fluo-8 fluorescence. inhibition, % at 3 µM. 360,000 tested, 0.6% active;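 active = inhibition above a per-plate cutoff, the plate's mean sample inhibition plus 3 SD, cut at about 24% in these data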;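 note: 0% = DMSO plus EC80 ATP and 100% = DMSO alone without ATP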
M1 antag: human M1 muscarinic receptor antagonists, primary screen, CHO-K1 cells, Fluo-8 calcium fluorescence, 1536-well. 360,000 tested, 1.3% active. inhibition, % at 3 µM. CHO-K1 hM1, ACh EC80 antagonist. Muscarinic acetylcholine receptor M1 (Homo sapiens), P11229;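 active = percent inhibition above its own plate's cutoff, namely the mean of that plate's compound wells plus 3 SD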;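 note: peak over basal fluorescence ratio during 140 s after agonist addition; 0% = ACh EC80 plus DMSO and 100% = DMSO alone without agonist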
M1 ag parental: counter-screen for M1 agonists: effect in parental CHO-K1 cells; Fluo-8 calcium fluorescence; scaled to maximal ATP response, vehicle zero; activation, % at 3 µM; 360,000 tested, 0.48% active; in the data active = activation above about 15%;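 note: untransfected CHO-K1 host cells lacking M1 receptor as counterscreen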
CHO parental Ca: ATP-evoked calcium signal inhibitors, parental CHO, primary screen, counter-screen for OX1R antagonist project, cell-based, fluorescence, Fluo-8 calcium dye. AID 463079, 2010. inhibition, % at 5.6 µM. parental CHO-K1, ATP-induced calcium, Fluo-8 fluorescence. 330,000 tested, 0.63% active;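 active = inhibition above that plate's mean sample inhibition plus 3 SD, cut at about 26% in these data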;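 note: 0% = ATP-challenged DMSO wells and 100% = DMSO wells without ATP; some compounds past the cut are filed as inactive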
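Assay system: parental CHO cells; Read-out basis: percent inhibition of ATP-evoked calcium rise, normalized to controls; Benchmarks: ATP and no-ATP DMSO wells; Compound dosing: single nominal dose of 5.6 µM per compound; Signal: Fluo-8 calcium dye fluorescence; Also added: ATP as calcium-mobilizing challenge; Repeats: singlicate.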
Starred values were filed as active, the others as inactive; x = not tested or not shown.

Below each compound: TAAR1 antagonist, CHO parental Ca, M1 ag, TAAR1 agonist, M1 antag, M1 ag parental, OXTR potentiate, CHO-K1 Ca PAM, CHO-K1 Ca antag
- COc1ccc(N2CCN(C(=O)CC34CC5CC(CC(C5)C3)C4)CC2)c([N+](=O)[O-])c1
  16.1, -39.2, -3.4, 33.7, -5.1, 3.4, -15.1, 30.2, -6.2
- CCOc1cc(C2CC(=O)c3c(ccc4ccccc34)N2)ccc1O (stereo not drawn)
  7.7, -8.5, 0.7, 10.0, -23.0, 1.1, -7.8, 12.8, -11.2
- COc1ccccc1C(=O)Nc1ccc(C(=O)c2ccccc2)cc1
  24.0, -8.3, -7.6, 6.9, 1.7, 0.8, -1.0, 2.1, 10.7
- c1ccc(CN=C(NCc2ccccc2)NCc2ccccc2)cc1
  2.7, x, -7.3, 0.5, -13.5, 0.0, x, 0.6, -10.8
- O=C1c2ccccc2C2=Nc3ccccc3SC(c3ccc(Cl)cc3)C12 (stereo not drawn)
  -2.7, -13.7, 1.2, 2.3, 2.2, 0.0, -12.4, 1.5, -2.6
- Nc1ncnc2c1ccn2[C@H]1CN(Cc2ccc3c(c2)OCO3)C[C@@H](CO)O1
  5.8, x, 0.2, 1.4, 2.6, -0.1, x, 1.1, 13.5
- Cc1ccc(CNS(=O)(=O)c2c(C(=O)N3CCCCC3)c(C)n(C)c2C)o1
  -0.1, -10.7, -8.6, 0.2, 20.8, 1.9, 1.0, 22.8, 1.4
- CCN(CCNCC(O)COc1ccccc1C(C)C)c1cccc(C)c1 (stereo not drawn)
  42.6, 30.6*, 2.9, 73.3*, -15.6, 11.3, -6.9, 3.6, 16.2
- Cc1cc(C(=O)OCC(=O)Nc2ccccc2F)c(C)o1
  0.8, -6.2, -4.1, -0.9, -3.4, -0.5, -5.2, 13.3, -8.3
- O=C(CN(Cc1ccc(F)cc1)C(=O)CCC(=O)Nc1ccccn1)NCCc1ccccc1
  -4.3, -21.1, -2.9, 1.7, -12.4, 1.1, -1.4, -2.7, -16.6
- Cn1c(C(=O)N[C@@H](C(=O)O)c2ccccc2)cc2cc(Cl)ccc21
  -1.2, 1.0, -1.2, 1.0, -16.2, 1.0, -13.2, 5.9, -10.1
- Cc1c(Cl)cccc1-n1ccnc1SCC(=O)O
  7.2, -7.5, -2.1, 4.9, -8.0, 0.4, -8.3, 13.2, -1.3
- Nn1c(SCC(=O)Nc2ccc(F)c(F)c2)nnc1C1CCCCC1
  -17.7, -10.1, -4.5, 15.3, -6.5, 0.2, -11.1, 8.0, 1.6
- CCN(CC(=O)Nc1ccc2c(c1)OCCO2)C(=O)/C=C/c1ccc(OC)c(OC)c1
  -27.7, -7.2, -2.9, -0.3, 6.5, 1.1, -2.1, 12.1, 3.3
- COc1cccc(CNC(=O)[C@H](CC(C)C)NC(=O)N2CCn3c2nc2ccccc23)c1
  -33.2, -33.0, -3.0, -0.1, -3.1, 1.1, -5.5, 17.1, -21.4
- O=C(NC1CCN(S(=O)(=O)c2ccccc2F)CC1)c1cccnc1
  -14.7, 1.8, -8.1, 3.6, 3.5, 0.2, 0.1, -8.7, 1.7
- O=C(OC1CCOC1=O)c1cc(Cl)ccc1[N+](=O)[O-] (stereo not drawn)
  -23.2, -13.8, -1.4, 6.2, -15.0, 0.0, -11.2, 7.0, -6.4
- Cc1ccsc1C(=O)OCC(=O)N1CCN(C(=O)c2ccco2)CC1
  -23.6, -3.7, 0.1, 0.2, -10.1, 0.8, -0.7, 13.0, -3.0
- COc1cccc(C2CC(c3ccccc3Cl)n3nnnc3N2)c1 (stereo not drawn)
  9.2, 0.0, -2.5, 6.6, -4.9, 0.3, -23.6, 8.2, 1.8
- Cc1cccc(Cn2cnc3c(nnn3Cc3ccccc3F)c2=O)c1
  60.3*, -1.4, -3.3, 18.1, 20.0, 7.9, -8.6, 4.7, 1.2

(list continues)
Below each compound: TAAR1 antagonist, CHO parental Ca, M1 ag, TAAR1 agonist, M1 antag, M1 ag parental, OXTR potentiate, CHO-K1 Ca PAM, CHO-K1 Ca antag
- O=C1CCCc2c1cc(C(=O)NCc1ccco1)c(=O)n2-c1ccc(Cl)cc1
  -0.1, -12.1, -3.8, -0.6, -10.6, 0.5, 5.6, 18.9, -4.5
- COc1cccc(N2CCN(C(=O)c3ccc4nc[nH]c4c3)CC2)c1
  -20.1, -4.8, -3.8, 1.7, -3.6, 0.9, -5.8, 10.9, -9.2
- NS(=O)(=O)c1cccc(NC(=S)NC(=O)C23CC4CC(CC(C4)C2)C3)c1
  -31.0, -18.7, 0.4, 2.2, -17.0, -0.3, -3.4, 0.2, 5.7
- CC(C)C(=O)Nc1c(-c2cccc(Cl)c2)c(=O)c2ccccc2n1C
  -6.5, -7.3, -6.5, 4.2, -12.4, 0.6, -4.2, 0.7, 10.4
- O=C(Cn1ncc(N2CCOCC2)c(Br)c1=O)c1ccc(Cl)cc1
  -23.5, -21.1, -1.2, 6.0, -10.5, 1.1, -6.0, 9.8, -12.4
- O=C(N/N=C/c1cccc2ccccc12)C(=O)N1CCCC1
  -19.2, -9.3, 0.9, -2.2, -11.6, -0.4, -3.9, 2.9, -7.5
- O=C(COC(=O)c1ccccc1Br)NCCC1=CCCCC1
  -4.4, -13.2, -5.0, 5.7, -1.9, -0.1, -0.2, -11.8, 9.0
- CN(c1ccccc1)S(=O)(=O)c1ccc(C(=O)N2CCN(c3ccccc3)CC2)cc1
  -16.6, x, -2.3, 2.2, 1.2, 0.3, x, 9.5, -4.0
- Cc1c(NC(=O)C(C)OC(=O)c2ncc(Cl)c(Cl)c2Cl)c(=O)n(-c2ccccc2)n1C (stereo not drawn)
  -14.4, 6.5, -4.2, 1.0, 8.9, -0.5, -2.4, 10.1, -6.1
- Cc1cccc(NC(=O)CSCC(=O)Nc2nnc(C3CC3)s2)c1
  -23.2, -6.6, -4.6, 14.1, -12.1, 0.3, -7.4, -12.8, -3.5
- CCCCn1c(C)nc2c(=O)n(C)c(=O)[nH]c21
  10.5, 3.1, -2.5, 5.2, -12.2, -0.3, 1.0, 3.2, -2.0
- Cc1nnc(N/N=C\c2ccc(-c3cccc(C(=O)O)c3)o2)n1N
  -3.9, 0.9, -1.5, 15.8, -8.7, 1.7, -16.1, 25.6, -16.9
- CC(C)(C)NC(=O)CSc1nnc(SCC(=O)NC(C)(C)C)s1
  -17.0, -6.0, -5.6, 0.9, -14.0, 2.2, -0.2, 12.2, -17.5
- Cn1c(=O)c2c(nc(N3CCCCC3)n2CCCNC2=NCCCC2)n(C)c1=O
  -5.1, -6.9, -5.2, 9.1, -2.4, 0.3, -4.1, -8.5, 13.0
- Cc1ccc(C(=O)N2CCSC2=S)cc1
  8.3, 3.1, -4.4, 6.8, 10.1, -0.5, 4.5, -7.9, 25.8*
- O=C(O)CCCC(=O)N1N=C(c2c(-c3ccccc3)c3cc(Cl)ccc3[nH]c2=O)CC1c1cccs1 (stereo not drawn)
  1.8, -15.1, -1.4, 13.6, -1.4, -0.2, 4.9, 17.1, 6.3
- C[C@H](CO)N1C[C@H](C)[C@H](CN(C)C(=O)Nc2ccc(N3CCN(C)CC3)cc2)OCc2cnnn2CCCC1=O
  -16.1, x, -1.7, 5.9, -3.3, 0.3, x, 1.2, -5.2
- CCOc1cc(NC(=S)NCc2ccco2)c(OCC)cc1NC(=O)C1CC1
  -10.0, -16.5, -7.1, 1.5, -10.7, 0.6, -2.7, 28.2, -21.1
- Cc1cc(SCC(=O)c2ccc(O)c(O)c2)nc2ccccc12
  -26.8, 0.8, -2.7, 4.5, -6.9, 1.4, -2.6, 10.4, -12.5
- Nc1n[nH]c(-c2ccc(Br)cc2)c1Cl
  -34.0, -11.3, -1.9, 5.9, 7.3, 0.0, -3.0, 1.6, 5.1

Just OXTR potentiate, M1 antag and CHO-K1 Ca PAM, for 2 of the compounds above:
SMILES	OXTR potentiate	M1 antag	CHO-K1 Ca PAM
Cc1nnc(N/N=C\c2ccc(-c3cccc(C(=O)O)c3)o2)n1N	-16.1	-8.7	25.6
CC(C)(C)NC(=O)CSc1nnc(SCC(=O)NC(C)(C)C)s1	-0.2	-14.0	12.2

More compounds.
Below each compound: TAAR1 antagonist, CHO parental Ca, M1 ag, TAAR1 agonist, M1 antag, M1 ag parental, OXTR potentiate, CHO-K1 Ca PAM, CHO-K1 Ca antag
- Cc1c(CCC(=O)NCCCC(=O)O)c(=O)oc2cc3oc4c(c3cc12)CCCC4
  -14.2, -3.8, -5.5, 0.8, -13.8, 0.2, -8.4, 23.1, -16.6
- CC(C)c1ccc(NC(=O)COC(=O)C2=COCCO2)cc1
  2.2, -11.9, -2.0, 11.5, -6.8, 0.6, -13.6, 18.8, -13.2
- COc1ccc([C@@H]2CC=C(C(=O)O)[C@H](c3ccccc3F)N2S(=O)(=O)c2ccc(C)cc2)cc1OC
  -18.6, -3.8, -3.1, 2.1, -0.7, 0.1, -3.3, -11.2, -4.7
- CN1CCN(S(=O)(=O)c2ccc(F)cc2)CC1
  -13.1, x, -5.3, 1.2, 1.9, 0.3, x, 5.1, -9.5
- C=CCOc1cccc(C(=O)NC(c2ccccc2)C(C)C)c1 (stereo not drawn)
  -28.9, -19.4, -4.8, 8.5, -13.2, 0.8, -8.7, 0.4, -15.3
- COc1ccccc1CNC(=O)c1cc(C(C)=O)c[nH]1
  -13.3, 0.0, 2.5, 0.8, 16.5, -0.2, -0.1, -9.5, 18.7
